# ARNT TACC3 PPI: ARNT/TACC3 interaction disruption; Q9Y6A5; AlphaScreen His-ARNT PAS-B/GST-TACC3 binding, luminescence; TACC3 fragment carries E629A point mutation; inhibition, % at 9.99 µM; actives 0.66% (n = 390,000);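 active = mean inhibition of replicates at least 50% and at least half of replicates each reaching 50%; inconclusive = half or more replicates reach 50% but mean below 50%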;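 also: 0% = complete ARNT plus TACC3 wells and 100% = ARNT alone without TACC3; many hits fall short of the cut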
# LGR2 antag: inhibitors of bursicon-induced Drosophila LGR2 receptor cAMP signaling; HEK293 LGR2, CRE-luciferase, bursicon-stimulated, 4 h; inhibition, % at 9.99 µM; actives 0.35% (n = 380,000);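 active = drop in luminescence signal, shown as inhibition above about 50% in the replicate tests, limit read from the data, passing the limit was not always enough; inconclusive = probably only some replicates passing the limit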;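 also: agonist challenge used bursicon conditioned medium at about half maximal strength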
# PAX8 reporter: PAX8 transcriptional activity inhibition; RMG-I TPO-luciferase reporter, SteadyGlo, 24 h; inhibition, % at 12.6 µM; actives 1.2% (n = 360,000);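 active = mean replicate inhibition at least 60% with every replicate also reaching 60%; inconclusive = only one of the two criteria is met; inactive = mean below 60% and not all replicates reaching 60%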;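 also: luciferase light reporting Pax8 driven TPO promoter activity; plate controls were median of neutral control wells for no effect and mitoxantrone controls for full effect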
# EWS-Fli block: blocks EWS/Fli oncoprotein-driven transcription. A673 NR0B1-luciferase reporter, viability-normalised. inhibition, % at 12.6 µM. actives 0.67% (n = 350,000). AID 651661;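 active = mean inhibition of at least 50% after viability correction, with every replicate also passing that limit; inconclusive = mean reaches 50% but only one of two replicates passes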;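 also: firefly luciferase signal divided by Alamar Blue viability fluorescence both relative to DMSO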
# CASP6 VEID inh: caspase-6 (human) enzyme inhibition; actives 0.53% (n = 350,000); inhibition, % at 12.5 µM; P55212; purified caspase-6, Z-VEID-R110 cleavage fluorescence;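 active = mean inhibition across replicates at least about 35%, with every replicate also reaching that limit, limit read from the data; inconclusive = only one of the two criteria met; inactive = neither criterion met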;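 also: 0% = median of neutral control wells and 100% = no fluorescence left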
# Target sequence (P55212 24-179 limits assumed): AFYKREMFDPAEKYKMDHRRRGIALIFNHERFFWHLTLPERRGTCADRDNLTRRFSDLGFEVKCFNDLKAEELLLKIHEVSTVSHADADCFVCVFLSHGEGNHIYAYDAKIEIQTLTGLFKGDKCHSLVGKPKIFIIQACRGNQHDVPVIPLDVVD
# Target sequence (P55212 194-293 limits assumed): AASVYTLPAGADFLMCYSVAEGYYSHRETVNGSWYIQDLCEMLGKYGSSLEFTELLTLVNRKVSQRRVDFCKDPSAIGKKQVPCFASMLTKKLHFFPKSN
# SIRT5 block: inhibitors of human sirtuin-5 desuccinylase; AID 652115; Q9NXA8; inhibition, % at 15 µM; Purified SirT5, succinyl-peptide AMC, trypsin-coupled fluorescence; actives 1.1% (n = 330,000); in the data active = inhibition above about 15%; inconclusive = no clear call, values can overlap the other calls
# Target sequence (Q9NXA8 whole entry, looked up): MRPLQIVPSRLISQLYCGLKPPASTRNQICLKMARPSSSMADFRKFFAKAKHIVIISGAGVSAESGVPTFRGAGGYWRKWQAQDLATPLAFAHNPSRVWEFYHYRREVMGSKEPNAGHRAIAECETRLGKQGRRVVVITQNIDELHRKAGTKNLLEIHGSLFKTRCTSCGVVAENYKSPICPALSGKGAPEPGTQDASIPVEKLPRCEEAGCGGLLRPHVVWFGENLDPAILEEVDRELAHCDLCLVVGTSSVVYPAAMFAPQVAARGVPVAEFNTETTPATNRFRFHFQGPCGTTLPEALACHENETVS
# DENV2 CPE: inhibitors of DENV2 cytopathic effect. CPE inhibition, % at 9.99 µM. DENV2-infected cells, cytopathic effect rescue, plate reader. actives 1.7% (n = 350,000); in the data active = CPE inhibition above about 20%, passing the limit was not always enough; inconclusive = no clear call, values can overlap the other calls; tested in BHK-21 cells;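 also: 0% = median of neutral control wells and 100% = median of positive control wells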
# * hit, by the source's call; u = inconclusive; x = no result given.
# Results follow in this order: DENV2 CPE	CASP6 VEID inh	ARNT TACC3 PPI	LGR2 antag	PAX8 reporter	EWS-Fli block	SIRT5 block
1. CN1/C(=C\C(=O)COC(=O)CNC(=O)c2ccccc2F)C(C)(C)c2ccccc21
    11.4	-2.8	-2.9	-4.5	-0.8	4.2	-1.5
2. CC(=O)Nc1ccc(S[C@@H](CCN2CC[C@H](C(C)(C)C)CCC2=O)c2ccccc2)cc1
    -4.8	-1.2	-3.6	-11.9	26.6	11.1	x
3. CC1(C(=O)NS(=O)(=O)c2ccc(F)cc2F)CCN1C(=O)Cc1cc(F)ccc1F (stereo not given)
    5.5	-0.6	x	-10.7	11.1	2.5	-3.8
4. COc1cccc(C(=O)OCC(=O)Nc2ccc3c(c2)OCCO3)c1
    -5.6	-0.6	-13.1	-3.3	3.8	0.0	x
5. Cc1noc(C)c1S(=O)(=O)N(C)C[C@@H]1Oc2ccc(NC(=O)Cn3cnnn3)cc2CC(=O)N([C@@H](C)CO)C[C@@H]1C
    -5.2	2.4	x	-2.4	-1.0	-0.2	0.3
6. Cc1[nH]c2c(C)cccc2c1CCNS(=O)(=O)c1cccc([N+](=O)[O-])c1
    -4.2	-0.7	6.7	-1.7	5.2	1.6	-2.7
7. NC(=O)c1nn(-c2ccccc2)nc1N
    x	-1.7	3.8	-4.4	12.4	x	-37.2
8. CCC1=NN2C(=N)/C(=C\c3cccn3-c3ccc(C)cc3C)C(=O)N=C2S1
    -3.8	2.9	4.1	-1.5	-7.1	17.9	4.7
9. O=C(Nc1ccc(F)c(F)c1)c1ccco1
    5.1	-1.0	0.3	-24.9	-31.0	-19.9	-6.6
10. CCCC(=O)Nc1ccc2c(c1)OC[C@H](C)N(C(=O)c1ccccn1)C[C@@H](C)[C@@H](OC)CN(C)C2=O
    3.5	-3.8	-23.7	8.1	-1.4	2.4	0.8
11. COC(=O)c1ccc(C(=O)OC)c(NC(=O)Oc2ccccc2)c1
    x	2.8	-4.8	x	-35.4	-5.6	-3.8
12. O=C(c1ccc2ccccc2n1)N1CCN(S(=O)(=O)c2ccccc2)CC1
    -2.2	3.1	2.3	2.9	-2.9	14.1	-2.9
13. Cc1noc(C)c1NC(=O)Nc1ccc2c(c1)CC(=O)N([C@H](C)CO)C[C@@H](C)[C@@H](CN(C)Cc1ccc(-c3ccccc3)cc1)O2
    u	2.2	x	2.3	x	4.8	15.8*
14. Cc1ccc(S(=O)(=O)Nc2ccc3c(c2)C(=O)N([C@@H](C)CO)C[C@H](C)[C@@H](CN(C)C(=O)c2ccccc2)OCCCC[C@H](C)O3)cc1
    0.9	1.1	-1.6	-8.6	29.9	-4.6	3.4
15. O=C(CSc1nncc2ccccc12)Nc1ccccc1
    -0.6	1.8	-11.9	-5.4	13.2	0.7	1.1
16. O=C(Nc1ccc([N+](=O)[O-])c(NC(=O)C2CCCO2)c1)C1CCCO1 (stereo not given)
    x	x	2.1	4.8	0.6	x	x
17. FC(F)Oc1ccc(C2=Nn3c(nnc3-c3ccccc3Cl)SC2)cc1OCC1CC1
    2.5	-1.0	-10.0	-12.9	3.9	18.5	x
18. CCOC(=O)N1CCN(S(=O)(=O)c2ccc(C(=O)Nc3nnc(CC)o3)cc2)CC1
    x	x	-0.8	-7.3	-1.6	x	x
19. CCN(c1ccccc1)S(=O)(=O)c1ccc(C(=O)Nc2nnc(-c3ccco3)o2)cc1
    9.1	9.6	9.1	1.5	-1.0	18.5	-3.6
20. O=C(O)c1nc2ccccc2nc1C(=O)O
    x	2.9	-1.4	-18.8	-34.5	x	3.8

# Arranged by SMILES length (falling): part of the list above
# Results follow in this order: DENV2 CPE	CASP6 VEID inh	ARNT TACC3 PPI	LGR2 antag	PAX8 reporter	EWS-Fli block	SIRT5 block
19. CCN(c1ccccc1)S(=O)(=O)c1ccc(C(=O)Nc2nnc(-c3ccco3)o2)cc1
    9.1	9.6	9.1	1.5	-1.0	18.5	-3.6
18. CCOC(=O)N1CCN(S(=O)(=O)c2ccc(C(=O)Nc3nnc(CC)o3)cc2)CC1
    x	x	-0.8	-7.3	-1.6	x	x
15. O=C(CSc1nncc2ccccc12)Nc1ccccc1
    -0.6	1.8	-11.9	-5.4	13.2	0.7	1.1

# (continued)
# Results follow in this order: DENV2 CPE	CASP6 VEID inh	ARNT TACC3 PPI	LGR2 antag	PAX8 reporter	EWS-Fli block	SIRT5 block
21. COc1ccc(-c2cc(C(=O)Nc3ccc(S(=O)(=O)Nc4onc(C)c4C)cc3)c3ccccc3n2)cc1
    5.1	7.7	4.5	-13.0	-22.5	-25.5	3.5
22. CC(C)NC(=O)N(C)C[C@H]1Oc2ncc(C3=CCCCC3)cc2C(=O)N([C@@H](C)CO)C[C@H]1C
    8.4	-2.4	x	7.5	17.2	-2.5	-0.5
23. C[C@H](CO)N1C[C@H](C)[C@@H](CN(C)Cc2ccc(Cl)c(Cl)c2)Oc2c(NC(=O)c3nc4ccccc4s3)cccc2C1=O
    -10.3	-2.5	-3.3	7.9	x	0.3	0.3
24. Cc1cc(C)n2nc(CNS(=O)(=O)c3ccc(C(C)(C)C)cc3)nc2n1
    -6.1	0.6	x	20.3	-8.4	-23.6	-9.3
25. COc1cccc(NC(=O)/C=C/c2ccc([N+](=O)[O-])cc2)c1
    8.3	3.2	-3.7	-80.0	-14.3	-13.1	6.9
26. O=C(O)C1CCCN1C(=O)NC1CCCCC1 (stereo not given)
    -4.3	0.6	0.3	-11.5	-21.1	-0.1	-1.6
27. CCCN(C)C[C@@H]1Oc2cc(-c3ccc(OC)cc3)ccc2S(=O)(=O)N([C@@H](C)CO)C[C@@H]1C
    u	-3.3	-5.0	-16.1	x	10.2	-1.7
28. C[C@H]1CCCCO[C@H](CN(C)C(=O)c2ccncc2)[C@@H](C)CN([C@@H](C)CO)C(=O)c2cc(NS(=O)(=O)c3ccc(F)cc3)ccc2O1
    1.2	1.1	-4.9	6.5	0.3	-2.4	1.2
29. CON(C)S(=O)(=O)NC(=O)C1=C(N2CCCC2)COC1=O
    -14.8	2.6	0.6	-8.1	1.7	-7.4	x
30. CCCNC(=O)N1C[C@H]2[C@@H](c3ccccc31)[C@@H](CO)N2C(=O)c1ccncc1
    -0.9	0.5	-6.1	-19.1	-10.1	-4.9	2.2
31. O=C(Nc1cc(Cl)ccc1Oc1ccccc1)C1=COCCO1
    -3.7	-1.1	x	-12.4	-12.7	-2.7	-1.5
32. CCC(=O)N1CCC1(C)C(=O)Nc1cc(OC)ccc1OC (stereo not given)
    -3.3	0.5	x	2.3	x	-10.6	-0.7
33. CC(C)NC(=O)Nc1ccc2c(c1)C(=O)N([C@H](C)CO)C[C@H](C)[C@@H](CN(C)C(=O)NC(C)C)OCCCC[C@@H](C)O2
    -6.7	0.5	-10.6	29.8	-5.7	x	-0.8
34. CCN(CC)CCNC(=O)c1cc2cc(Br)ccc2s1
    x	x	3.5	-6.5	-7.0	7.7	-1.9
35. C[C@@H]1CN([C@@H](C)CO)C(=O)Cc2cc(NC(=O)C3CC3)ccc2O[C@@H]1CN(C)Cc1ccc(Oc2ccccc2)cc1
    0.3	x	6.2	15.1	x	13.0	2.5
36. C[C@@H]1CCCCO[C@@H](CN(C)C(=O)CCC(F)(F)F)[C@@H](C)CN([C@@H](C)CO)C(=O)c2cc(NS(=O)(=O)c3ccccc3)ccc2O1
    16.1	-3.2	-8.0	-3.6	-13.8	5.7	-0.9
37. CC(=O)Nc1cccc(C(=O)OCCCOc2ccc(F)cc2)c1
    -1.4	1.2	-3.9	-34.0	-85.1	x	0.3
38. CC(=O)c1cccc(NC(=O)C(C)OC(=O)CCn2c(C)csc2=O)c1 (stereo not given)
    3.2	1.9	x	-7.0	2.8	2.8	-0.2
39. O=C1CCN(Cc2ccccc2)CCN1[C@H](COc1ccccc1)c1ccccc1
    -4.8	0.4	0.7	-4.7	-6.0	7.4	x
40. CCCC(=O)Nc1ccc2c(c1)C(=O)N(C)C[C@@H](OC)[C@@H](C)CN(CC1CCCC1)[C@@H](C)CO2
    -5.3	3.1	-0.2	0.6	x	9.3	-1.4
41. COc1cc(C(=O)OCC(=O)NC2CC2)cc(OC)c1OC
    0.2	-2.1	-1.8	4.8	-5.9	-10.8	-1.5
42. O=C(N/N=C\c1cn[nH]c1-c1ccccc1)c1cccnc1
    0.4	1.8	3.6	-4.4	x	2.7	0.5
43. C[C@@H]1CCCCO[C@H](CN(C)Cc2ccc(C(=O)Nc3ccccc3N)cc2)[C@@H](C)CN([C@H](C)CO)C(=O)c2cc(NS(C)(=O)=O)ccc2O1
    -3.6	2.0	13.3	-16.0	1.5	8.9	x
44. Cn1cnnc1SCC(=O)N1N=C(c2ccc(Cl)cc2)CC1c1ccco1 (stereo not given)
    2.1	2.2	-6.2	-9.0	-14.4	0.7	-1.1
45. Cc1cc(Br)ccc1N=C1C(=O)Nc2ccccc21
    u	0.1	-17.4	14.2	10.3	55.1*	-0.3
46. Cc1ccccc1S(=O)(=O)N1CC[C@@H]2[C@@H](CO)N(C)c3ccc(-c4cccc(C#N)c4)cc3[C@@H]21
    u	0.9	6.4	15.1	0.7	-11.4	10.6
47. CCCCN(CC)CCCNC(=O)c1ccc(CS(=O)(=O)c2ccccc2C)o1
    1.6	-7.5	-0.1	5.8	4.9	2.7	-2.2
48. COc1cccc(CN2C(=O)C(C)N(C(=O)c3ccccc3)c3ccccc32)c1 (stereo not given)
    -3.6	1.9	-3.6	12.7	30.6	15.1	1.4
49. Cn1c(Sc2ccc(C(=O)O)cc2[N+](=O)[O-])nnc1-c1ccccc1
    -1.4	4.4	x	-3.6	1.4	-2.7	1.0
50. O=[N+]([O-])c1cc([N+](=O)[O-])c(Oc2ccc(F)cc2)cc1NN1CCCCC1
    0.2	6.4	33.1	-4.3	12.5	5.8	-4.6
51. O=C(Nc1cccc(F)c1)Nc1c[nH]c(=O)[nH]c1=O
    -2.7	-0.4	-6.1	-6.7	-25.5	-14.6	-0.1
52. Cc1nn2cc(-c3ccc(Cl)cc3)cnc2c1Br
    -4.1	0.1	39.2	-26.8	-141.6	-76.6	-5.2
53. CC(C)CC#Cc1ccc2c(c1)O[C@H](CN(C)Cc1ccccn1)[C@H](C)CN([C@@H](C)CO)S2(=O)=O
    0.8	-0.4	-2.5	2.3	57.0	17.9	10.5
54. CCOC(=O)C1CCCN(C(=O)/C=C/c2ccc([N+](=O)[O-])cc2)C1 (stereo not given)
    -5.1	3.3	24.7	3.8	-14.0	-18.2	x
55. CCN(CC)C(=O)C(=O)Nc1cccc(Br)c1
    2.1	-2.5	x	-28.9	-64.4	-55.9	0.8
56. O=C(NC(=S)Nc1cccc(-c2ccc(CO)o2)c1)c1cccs1
    -3.5	2.2	0.7	x	-41.6	-17.1	-4.5
57. Cc1ccc(S(=O)(=O)Nc2ccc3c(c2)CCC3)cc1
    x	x	-1.1	8.9	19.5	x	x
58. Cc1cccc(NC(=O)CSc2nnc(-c3ccco3)n2CC2CCCO2)n1 (stereo not given)
    6.5	1.2	-4.1	-6.7	21.1	3.0	4.8
59. COc1c(-c2ccccc2)oc2c(ccc3occc32)c1=O
    3.1	4.0	-1.6	-12.5	-12.1	2.0	-1.8
60. Cc1ccc(-c2nnc(CN3CCCCC3C)o2)cc1 (stereo not given)
    2.7	-2.2	16.8	-27.6	-30.4	-9.5	-3.6
61. CN(C(=O)Nc1ccccc1)C1CCCc2ccccc21 (stereo not given)
    10.0	2.2	-2.5	-15.3	-47.4	-29.9	0.2

# Shown with tabs: part of the list above.
No.	Compound	DENV2 CPE	CASP6 VEID inh	ARNT TACC3 PPI	LGR2 antag	PAX8 reporter	EWS-Fli block	SIRT5 block
57	Cc1ccc(S(=O)(=O)Nc2ccc3c(c2)CCC3)cc1	x	x	-1.1	8.9	19.5	x	x
15	O=C(CSc1nncc2ccccc12)Nc1ccccc1	-0.6	1.8	-11.9	-5.4	13.2	0.7	1.1
53	CC(C)CC#Cc1ccc2c(c1)O[C@H](CN(C)Cc1ccccn1)[C@H](C)CN([C@@H](C)CO)S2(=O)=O	0.8	-0.4	-2.5	2.3	57.0	17.9	10.5
